# Screening data as filed in PubChem.
# Shn3 inh set2 = Schnurri-3 reporter inhibition in Clone20 osteoblasts; Clone20 osteoblast Shn3 3'UTR firefly luciferase, 24 h; inhibition, % at 12.5 µM; actives 0.52% (n = 360,000); AID 588674;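 active means mean inhibition of at least 75% with every replicate also reaching 75%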;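 further: 0% = median of neutral control wells and 100% = pilot-screen positive control compound; some compounds past the cut are filed as inactive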
# KKLEB cytotox = counter-screen for CF NF-kB inhibitors: cytotoxicity | activity change (cytotoxicity), % at 5 µM | KKLEB CF airway cells viability, ATPlite luminescence, overnight; active compounds read low; cells stimulated with P. aeruginosa culture filtrate | actives 0.36% (n = 360,000) | AID 602141;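 active means corrected activity change at or below -50% at 5 µM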
# NR2E3 ag-1 = NR2E3 (human) agonism; inhibition of corepressor binding, % at 4.78 µM; GST-NR2E3/biotin-RetCOR TR-FRET, 1536-well; AID 2300; actives 0.12% (n = 320,000);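 active means percent inhibition above the cutoff of mean plus 3 SD of all tested compounds, set per screening campaign, cut at about 20% in these data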;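 further: 0% = DMSO wells and 100% = biotin wells as full block of FRET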
# Target sequence (Q9Y5X4 whole entry, looked up): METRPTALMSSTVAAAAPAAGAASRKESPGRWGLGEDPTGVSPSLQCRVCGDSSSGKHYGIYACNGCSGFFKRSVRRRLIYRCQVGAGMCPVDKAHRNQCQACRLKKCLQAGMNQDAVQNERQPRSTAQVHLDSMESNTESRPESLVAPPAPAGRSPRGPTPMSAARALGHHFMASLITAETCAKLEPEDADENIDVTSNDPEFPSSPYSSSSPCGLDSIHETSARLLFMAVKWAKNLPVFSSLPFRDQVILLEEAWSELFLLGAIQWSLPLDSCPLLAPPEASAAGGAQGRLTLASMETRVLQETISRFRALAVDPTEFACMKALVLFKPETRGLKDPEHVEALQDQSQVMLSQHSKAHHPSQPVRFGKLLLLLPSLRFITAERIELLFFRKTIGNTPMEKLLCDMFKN
#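 System: GST-tagged NR2E3 plus biotinylated RetCOR corepressor; Buffer or medium: pH 7.5 Tris-based buffer; Probe or stimulus: RetCOR corepressor, biotinylated, 7 nM; Doses: compound at 4.8 µM, single dose; Schedule: 5 h incubation at 4 °C; Technique: time-resolved FRET; Evaluation: percent inhibition of TR-FRET ratio; Replication: one well per compound, singlicate testing.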
# NR2E3 ag-2 = activates human NR2E3 receptor; Q9Y5X4; CHO-S Gal4-NCOR/VP16-NR2E3 two-hybrid, luciferase; inhibition of corepressor binding, % at 3.98 µM; actives 0.35% (n = 360,000); AID 602229;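 active means inhibition above the mean of all tested compounds plus 3 SD, cut at about 70% in these data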;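 further: 0% = DMSO with NR2E3 transfected cells and 100% = cells lacking NR2E3 construct; higher means lower luciferase signal from less NR2E3 corepressor binding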
# CF NFkB block = cystic fibrosis NF-kB activation inhibition; KKLEB NF-kB-GFP reporter, PAF-induced, GFP fluorescence overnight; inhibition, % at 5 µM; actives 0.86% (n = 360,000); AID 588850;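 active means at least 50% inhibition at 5 µM, scaled per plate between neutral and stimulator controls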;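 further: PAF is a Pseudomonas aeruginosa culture filtrate used as stimulus; plate controls were PAF-stimulated DMSO wells for no effect and unstimulated DMSO wells for full effect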
# aDG glyco act = alpha-DG glycosylation activation. Pro5-aDG cells, alpha-DG glycosylation AlphaScreen (IIH6); 0% Pro5, 100% B10-LARGE cell signal. actives 0.22% (n = 360,000). activation, % at 10 µM;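 active means activation of at least 8% versus controls, or a plate z-score of at least 8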;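 further: Pro5 are CHO cells carrying HIG-tagged alpha-DG that lacks glycosylation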
# HIF-2a inh = HIF-2a inhibition | 786-0 RCC cells HIF-2a reporter, luciferase luminescence, overnight | inhibition, % at 18.8 µM | actives 0.72% (n = 360,000);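 active means inhibition of the luminescence signal of 40% or more relative to plate controls, in a single-dose primary screen at 18.75 µM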
# MITF TRPM1 inh = inhibitors of MITF-driven TRPM1 promoter in melanoma cells | actives 0.83% (n = 330,000) | SK-MEL-5 TRPM1 promoter luciferase, 24 h | inhibition, % at 12.5 µM;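 active means mean inhibition across replicates of 60% or more, whatever share of single replicates reaches that level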; further: values of inactives mirror those of a sister screen read the other way
# Peg3 prom inh = inhibitors of Peg3 promoter; inhibition, % at 20 µM; HeLa PEG-Prom luciferase reporter, luminescence, overnight; actives 1.7% (n = 360,000);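 active means inhibition of at least 50% at 20 µM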
# iPSC survival up = increases survival of single human iPS cells. hiPSC single-cell survival, ATPlite luminescence; 100% = ROCK inhibitor wells, 0% = DMSO. survival enhancement, % at 20 µM. actives 0.044% (n = 360,000). AID 602274; in the data active means survival enhancement above about 18%;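 further: cells exposed to compounds for 16 hours before the ATP read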
# TWEAK-Fn14 inh = inhibitors of TWEAK-Fn14 interaction signaling; TWEAK-stimulated Fn14 reporter cells, luciferase luminescence, 8 h; actives 2% (n = 360,000); inhibition, % at 10 µM; in the data active means inhibition above about 50%
# An asterisk follows results filed as active; · = no result given.
SMILES,Shn3 inh set2,KKLEB cytotox,NR2E3 ag-1,NR2E3 ag-2,CF NFkB block,aDG glyco act,HIF-2a inh,MITF TRPM1 inh,Peg3 prom inh,iPSC survival up,TWEAK-Fn14 inh
CCOc1cc(C2NC(=O)NC(O)(C(F)(F)F)C2C(=O)c2ccccc2)ccc1OC (stereo not drawn),11,-4,0,15,5,-0.1,14,-2,12,0.2,15
COc1ccc(/C=N/NC(=O)c2cc3c(OC)ccc(OC)c3[nH]2)cc1O,40,-2,4,-1,12,-0.3,-8,9,-3,-0.5,6
C=CCc1ccc(OCC(O)CN2CCCCC2C)c(OC)c1 (stereo not drawn),4,4,1,-28,-5,0.4,0,5,-4,-2.8,-12
Clc1ccc(CSc2snnc2-c2ccccc2)cc1,7,9,-2,-8,-9,0.0,-95,-25,-55,-0.6,1
CN(C)/C=C\C(=C/C(=O)C(F)(F)F)Nc1ccccc1Oc1ccccc1,83,9,4,3,-5,0.2,4,7,28,-0.2,-1
CCn1cc(C(=O)NCCCN(C)C)c(=O)c2cc(F)c(N3CCN(C)CC3)cc21,11,-10,2,10,1,-0.1,18,-7,5,-1.3,-12
O=C(c1ccccc1)c1ncc[nH]1,-11,2,3,-18,-11,0.0,-40,-11,-20,0.0,-10
COc1ccc(N2C(=O)/C(=C/c3ccc([N+](=O)[O-])cc3)N=C2C)cc1,0,-3,0,-25,-10,0.1,-4,-15,-11,-0.8,-5
CCOC(=O)C1=C(c2ccccc2)ON(C)C1c1ccccc1 (stereo not drawn),54,2,-3,-10,-7,0.0,-15,-4,-9,-1.2,1
CCOC(=O)n1c(=O)oc2ccccc21,-42,0,2,-11,6,0.2,7,-6,-9,-1.1,10
COc1nc(-c2ccccc2)cc(C(F)(F)F)n1,5,-28,2,-8,12,-0.2,6,-12,4,-0.7,12
NS(=O)(=O)c1ccc(CNC(=S)Nc2cc(S(=O)(=O)N3CCOCC3)ccc2Cl)cc1,-7,10,·,-11,10,-0.1,5,-1,13,0.6,-18
CCCOc1ccc(-c2nnn(CC(=O)OCC)n2)cc1,14,0,2,-18,-6,3.2,21,-4,6,-1.8,-2
Cc1noc(/C=C/c2cccs2)c1S(=O)(=O)N1CCC(C(=O)NCCCN2CCCC(C)C2)CC1 (stereo not drawn),-18,-16,2,-25,6,2.0,15,-7,12,-0.8,11
Cc1c(C(=O)NCCCN2CCOCC2)oc2ccc(S(=O)(=O)N3CCOCC3)cc12,-2,1,4,6,12,-0.2,0,6,11,1.3,9
Cc1cccc2cc(C(c3nnnn3Cc3ccccc3)N3CCCc4ccccc43)c(=O)[nH]c12 (stereo not drawn),14,0,1,-23,11,0.0,-50,31,2,-1.1,21
O=C1CN(C(=O)CNC(=O)c2ccc(Cl)cc2Cl)CCN1,-7,2,5,-27,-5,-0.2,9,-12,5,0.2,18
Cc1occc1C(=O)Nc1cc(C(C)(C)C)on1,-103,3,1,-106,9,-0.1,-183,-34,-177,-0.1,-2
Nc1nc2nccc(-c3ccccn3)n2n1,-6,11,2,-12,-25,0.0,8,15,10,-1.0,6
O=C(CCS(=O)(=O)c1cccc2nsnc12)NC1CCCCC1,5,3,-4,-8,-3,-0.3,-14,-13,3,4.5,-5
Cc1ccc(NC(=O)CNC(=O)C23CC4CC(CC(C4)C2)C3)nc1,-1,19,·,-30,-4,-0.2,16,·,0,1.8,16
O=C(Nc1ncccc1O)c1ccc(OCC2CCCO2)cc1 (stereo not drawn),11,14,0,-113,-40,0.0,-51,3,-30,0.2,39
CCOC(=O)c1[nH]c(C)c(C(=O)NC2CCCC2)c1C,-18,-6,2,-13,6,0.1,11,-1,4,2.8,-4
CCCC(=O)Nc1ccc(S(=O)(=O)Nc2cc(C)nc(C)n2)cc1,6,-4,-1,-41,3,-0.2,11,-7,5,0.4,-23
CCCCn1c(N)c(N(CCOC)C(=O)CCCn2c(=O)oc3ccccc32)c(=O)[nH]c1=O,-3,16,·,-11,-12,-0.1,8,6,10,0.2,6
Cc1c(Cl)cccc1-n1c(SCC(=O)N2CCC(C(=O)O)CC2)nnc1-c1ccncc1,-11,1,0,4,9,0.3,12,-3,12,2.0,-3
Cn1c(-c2ccc3c(c2)OCO3)cnc1NCc1ccc(Cl)cc1,-5,3,0,-17,-4,0.4,-11,-6,-9,-0.9,9
O=C(Nc1ccc(CN2CCOCC2)cc1)c1ccc(Br)o1,-52,-6,4,-85,-15,0.1,-153,-72,-211,-0.3,3
CCCCC(C(=O)NC(C)c1ccccc1)C(=O)NC(C)c1ccccc1 (stereo not drawn),11,14,0,-5,12,0.0,13,6,2,-1.0,3
O=C(Nc1ccc(S(=O)(=O)N2CCc3ccccc32)cc1)c1ccc2c(c1)OCO2,32,12,2,-11,-13,1.2,-78,-1,-27,-1.7,58*
COc1ccc(-n2c(C)cc(C(=O)NC3CCCCC3)c2C)cc1,38,-7,4,-82,3,0.2,-197,-42,-152,-0.6,-26
CCN(c1ccccc1)S(=O)(=O)c1ccc(OC)c(NC(=O)C2CCC2)c1,18,1,·,-20,14,0.6,7,5,32,-0.3,5
c1ccc2nc(-c3ccc4c(c3)OCO4)ccc2c1,-71,-8,1,-148,-26,0.2,-190,·,-273,1.2,21
CCOC(=O)NC(=O)COC(=O)CNC(=O)c1cccc(OC)c1,-8,-1,2,-20,-4,0.0,18,-2,-8,-0.2,-18
O=C(COC(=O)c1ccc2ncsc2c1)Nc1cccc(Cl)c1,-20,-17,-2,-22,25,0.1,-9,-11,-27,0.0,-19
COc1ccc(CCNC(=O)C(=O)NCC2OCCN2S(=O)(=O)c2ccc(C)cc2)cc1 (stereo not drawn),9,1,2,-20,12,0.3,6,·,9,-2.0,31
Cc1cccc(N2C(S)=C(C#N)C(=O)NC23CCCCC3)c1,-8,12,2,14,-33,-0.3,9,0,-10,2.0,35
CCOC(=O)c1ccc(NC(=O)c2cccc(S(=O)(=O)N3CCN(C(C)=O)CC3)c2)cc1,10,-10,6,-20,-6,0.9,2,4,3,-0.8,8
CC(=O)OC1CC2(C)C(C(C)=O)CCC2C2CCC3=CC(=O)CCC3(C)C12 (stereo not drawn),17,-18,·,6,20,0.1,14,0,7,3.1,4
Cc1cccc(CSc2nnc(-c3cnccn3)n2C)c1,-1,-14,-2,-21,-3,0.1,-7,-13,-4,-0.1,-21

# Compound profiles, as listed above. Order of screens: Shn3 inh set2 | KKLEB cytotox | NR2E3 ag-1 | NR2E3 ag-2 | CF NFkB block | aDG glyco act | HIF-2a inh | MITF TRPM1 inh | Peg3 prom inh | iPSC survival up | TWEAK-Fn14 inh
# `CCOC(=O)c1ccc(NC(=O)c2cccc(S(=O)(=O)N3CCN(C(C)=O)CC3)c2)cc1` reads 10 | -10 | 6 | -20 | -6 | 0.9 | 2 | 4 | 3 | -0.8 | 8
# `COc1ccc(CCNC(=O)C(=O)NCC2OCCN2S(=O)(=O)c2ccc(C)cc2)cc1` (stereo not drawn) reads 9 | 1 | 2 | -20 | 12 | 0.3 | 6 | · | 9 | -2.0 | 31
# `O=C(COC(=O)c1ccc2ncsc2c1)Nc1cccc(Cl)c1` reads -20 | -17 | -2 | -22 | 25 | 0.1 | -9 | -11 | -27 | 0.0 | -19
# `CCOC(=O)c1[nH]c(C)c(C(=O)NC2CCCC2)c1C` reads -18 | -6 | 2 | -13 | 6 | 0.1 | 11 | -1 | 4 | 2.8 | -4

# The results go on:
SMILES,Shn3 inh set2,KKLEB cytotox,NR2E3 ag-1,NR2E3 ag-2,CF NFkB block,aDG glyco act,HIF-2a inh,MITF TRPM1 inh,Peg3 prom inh,iPSC survival up,TWEAK-Fn14 inh
CNC(=S)NNC(=O)CCn1nc(C)c(Br)c1C,-18,-2,3,-19,7,0.1,1,5,18,-0.7,-1
CC(C)(C)c1ccc(/C=N/NC(=O)CN2CCS(=O)(=O)CC2)cc1,-13,7,0,-5,-16,0.2,8,12,12,-0.4,-9
Cc1ccsc1/C=N/NC(=O)c1nnn(-c2nonc2N)c1CN(C)c1ccccc1,1,1,-3,15,7,0.0,5,-4,30,-0.7,-14
Cc1cc(C)cc(NC(=O)CN2CCC(C(=O)c3ccccc3)CC2)c1,15,-5,-1,17,9,1.3,7,7,12,-0.4,-19
Cc1cc(C(=O)CN2C(=O)NC(C)(c3cc(F)ccc3F)C2=O)c(C)n1C1CC1 (stereo not drawn),47,0,·,-2,-4,0.0,9,12,6,1.7,-10
O=C(Cn1cc2c(n1)CCCCC2)Nc1ccc(F)cc1F,9,-11,·,8,19,0.0,-29,·,-23,0.4,8
CSCCC(=O)N1CCCC(CNC(=O)c2ccccc2Cl)C1 (stereo not drawn),-15,-10,0,12,17,0.0,-74,-8,-38,0.1,-15
CC(=C\c1ccco1)/C=C1/SC(=S)N(CC(=O)O)C1=O,-1,-2,-1,-53,20,0.0,-11,-7,-7,-0.1,-3
Cn1nc(C(F)(F)F)c(-c2cccc(C(F)(F)F)c2)c1NC(=O)CSCC(=O)O,-10,7,1,0,-10,-0.1,16,11,7,-0.6,2
CC(=O)NCCNC(=O)c1ccc(CSc2ccc(Cl)cc2)cc1,-56,13,-1,-139,3,0.3,-211,-57,-255,-1.1,-24

# In another format: results already given
# Each structure is followed by: Shn3 inh set2 | KKLEB cytotox | NR2E3 ag-1 | NR2E3 ag-2 | CF NFkB block | aDG glyco act | HIF-2a inh | MITF TRPM1 inh | Peg3 prom inh | iPSC survival up | TWEAK-Fn14 inh
Cc1cc(C)cc(NC(=O)CN2CCC(C(=O)c3ccccc3)CC2)c1
  15 | -5 | -1 | 17 | 9 | 1.3 | 7 | 7 | 12 | -0.4 | -19
Cc1cc(C(=O)CN2C(=O)NC(C)(c3cc(F)ccc3F)C2=O)c(C)n1C1CC1 (stereo not drawn)
  47 | 0 | · | -2 | -4 | 0.0 | 9 | 12 | 6 | 1.7 | -10
O=C(Cn1cc2c(n1)CCCCC2)Nc1ccc(F)cc1F
  9 | -11 | · | 8 | 19 | 0.0 | -29 | · | -23 | 0.4 | 8
CSCCC(=O)N1CCCC(CNC(=O)c2ccccc2Cl)C1 (stereo not drawn)
  -15 | -10 | 0 | 12 | 17 | 0.0 | -74 | -8 | -38 | 0.1 | -15
